# Source: PubChem BioAssay
# KCNK9 inh – KCNK9 potassium channel inhibitors, primary screen, HEK293 cells, thallium flux. Potassium channel subfamily K member 9 (Homo sapiens), Q9NPC2. FluxOR thallium flux fluorescence; stronger effect = lower value. B-score at 10 µM. 310,000 compounds, 1.2% hits. AID 488922, 2010;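 active = ratio B-score over 3 SD below the library mean, with starting fluorescence within 5 SD of its mean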;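 also: negative B-score means less thallium flux so channel inhibition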
# RGS4 block – RGS4 inhibitors, primary screen, cell-based, HEK293 M3R inducible RGS4, calcium flux; Fluo-4 calcium flux; stronger effect = higher value; triggered by carbachol at its EC20; 310,000 compounds, 0.45% hits; Regulator of G-protein signaling 4 (Homo sapiens), P49798; B-score at 10 µM;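 active = B-score, a plate-corrected calcium signal, over three deviations above library mean, with baseline fluorescence within five deviations of library mean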;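 also: RGS4 expression induced by doxycycline in cells with stable M3 receptor; B-score is computed from the integrated fluorescence ratio over baseline after carbachol; higher B-score means a larger calcium signal and so more RGS4 inhibition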
# TMEM16A act – TMEM16A chloride channel activators or potentiators, primary screen, cell-based, HTS; Anoctamin-1 (Mus musculus), Q8BHY3; HEK293 TMEM16A/YFP-H148Q/I152L, iodide quench fluorescence; stronger effect = lower value; B-score at 10 µM; 340,000 compounds, 0.3% hits; AID 623877, 2012;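 active = fluorescence-ratio B-score plate-corrected deviation score at least 3 library SD below zero, with starting fluorescence score within 5 deviations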;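 also: channel opened by trigger with iodide after compound preincubation; score built on the fluorescence ratio of max minus min over baseline; more negative score means more quench and so TMEM16A activation or potentiation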
# KCNQ1 act – potentiators or activators of KCNQ1 channel, primary screen, cell-based, thallium flux, high-throughput; Potassium voltage-gated channel subfamily KQT member 1 (Homo sapiens), P51787; CHO-K1 KCNQ1, thallium flux FluxOR fluorescence; stronger effect = higher value; B-score at 10 µM; 310,000 compounds, 0.35% hits; AID 2648, 2010;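 active = fluorescence ratio B-score, a plate-corrected score, at least three library SD, with initial intensity B-score within 5 SD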
#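 Material: CHO-K1 cells stably expressing KCNQ1. Medium: assay buffer for compound exposure, DMSO matched across wells. Reagent: K+/Tl+ depolarizing stimulus. Compound dosing: single-concentration screen. Times: 37 °C overnight plating, 90-min dark dye load, 20-min compound pretreatment. Technique: FluxOR Tl+ flux fluorescence.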
# KCNK3 inh – human KCNK3 channel inhibitors, primary screen, CHO cells, FluxOR thallium flux, B-score. B-score at 10 µM. 340,000 compounds, 0.84% hits. Potassium channel subfamily K member 3 (Homo sapiens), O14649. FluxOR fluorescence; stronger effect = lower value;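 active = B-score under library mean minus 4 SD, starting fluorescence ratio at most library mean plus 5 SD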;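 also: more negative B-score means stronger inhibition of thallium flux through KCNK3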
# MrgX1 PAM – positive allosteric modulators of MrgX1, primary screen, HEK293 cells, Fluo-4 calcium flux; B-score at 10 µM; AID 588675, 2011; 310,000 compounds, 0.63% hits; FDSS; stronger effect = higher value; Mas-related G-protein coupled receptor member X1 (Homo sapiens), Q96LB2;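 active = plate-corrected calcium response at least 3 library SD above typical, normal starting fluorescence, not activating the receptor alone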;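 also: compound read alongside a low EC10 to EC30 dose of BAM8-22 agonist; peak minus trough fluorescence over baseline measured at the second addition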
# MrgX1 agonist – agonists of human MrgX1 receptor, primary screen, HEK293 cells, Fluo-4 calcium flux; AID 588627, 2011; 310,000 compounds, 0.44% hits; Mas-related G-protein coupled receptor member X1 (Homo sapiens), Q96LB2; Fluo-4 calcium fluorescence, agonist mode; stronger effect = higher value; B-score at 10 µM;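 active = calcium response B-score plate-corrected fluorescence ratio at least 3 library SD, with starting fluorescence B-score inside 5 SD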
#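 Material: HEK293 cells stably expressing human MrgX1 receptor | Quantity: 15,000 cells per well | Times: Cells plated overnight, dye loaded 0.5 h 37 °C, 0.5 h room temperature | Measured by: Kinetic Fluo-4 NW fluorescence of intracellular calcium | Control set: Positive and negative controls per plate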
# hERG rescue – hERG rescue from dofetilide block, primary screen, cell-based, CHO-hERG, FluxOR thallium flux, dofetilide IC70. dofetilide IC70 present. activation (rescue from dofetilide block), less the hit threshold, % at 10 µM. 310,000 compounds, 0.51% hits;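 active = activation above the mean of controls blocked by dofetilide plus 5 SD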;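 also: thallium influx through hERG after potassium depolarization seen as dye fluorescence rise; in these data hits start at about 4.7%; inactives centre near -7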
# Target sequence (Q12809 whole entry, looked up): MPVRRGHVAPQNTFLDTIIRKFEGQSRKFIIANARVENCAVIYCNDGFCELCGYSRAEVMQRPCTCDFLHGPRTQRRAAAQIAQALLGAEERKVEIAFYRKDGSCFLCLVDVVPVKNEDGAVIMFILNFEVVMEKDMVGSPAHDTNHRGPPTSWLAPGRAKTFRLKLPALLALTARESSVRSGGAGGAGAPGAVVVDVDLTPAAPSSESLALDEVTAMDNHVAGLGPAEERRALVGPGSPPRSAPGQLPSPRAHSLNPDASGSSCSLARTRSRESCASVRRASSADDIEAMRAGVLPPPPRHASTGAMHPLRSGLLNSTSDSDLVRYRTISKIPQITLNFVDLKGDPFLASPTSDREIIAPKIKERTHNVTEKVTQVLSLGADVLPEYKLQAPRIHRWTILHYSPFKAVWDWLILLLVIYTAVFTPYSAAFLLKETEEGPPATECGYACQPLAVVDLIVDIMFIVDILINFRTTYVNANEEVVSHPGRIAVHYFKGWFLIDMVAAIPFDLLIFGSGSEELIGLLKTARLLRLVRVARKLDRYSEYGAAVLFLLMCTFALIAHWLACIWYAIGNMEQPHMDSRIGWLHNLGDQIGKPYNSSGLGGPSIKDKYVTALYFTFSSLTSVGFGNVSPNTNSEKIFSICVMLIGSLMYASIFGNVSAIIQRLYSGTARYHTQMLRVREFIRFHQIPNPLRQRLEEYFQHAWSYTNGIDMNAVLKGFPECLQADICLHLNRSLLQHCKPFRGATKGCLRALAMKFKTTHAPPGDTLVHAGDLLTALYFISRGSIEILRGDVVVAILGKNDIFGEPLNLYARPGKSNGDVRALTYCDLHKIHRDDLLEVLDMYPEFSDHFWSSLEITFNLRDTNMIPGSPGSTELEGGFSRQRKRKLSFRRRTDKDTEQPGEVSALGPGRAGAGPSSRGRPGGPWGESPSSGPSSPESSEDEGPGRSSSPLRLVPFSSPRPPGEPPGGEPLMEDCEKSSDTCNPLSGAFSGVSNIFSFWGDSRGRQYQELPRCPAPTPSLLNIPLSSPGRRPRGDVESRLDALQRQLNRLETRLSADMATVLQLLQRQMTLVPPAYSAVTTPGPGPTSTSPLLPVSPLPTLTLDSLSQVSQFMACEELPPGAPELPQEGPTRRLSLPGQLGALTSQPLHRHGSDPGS
# RGS4 pot – RGS4 potentiators or activators, primary screen, cell-based, HEK293 M3R inducible RGS4, calcium flux | B-score at 10 µM | 310,000 compounds, 0.92% hits | AID 463111, 2010 | carbachol calcium flux Fluo4; stronger effect = lower value;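 active = B-score of the integrated calcium signal more than 4 SD below the library mean, with starting fluorescence not abnormally high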;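 also: negative B-score means reduced calcium response which marks RGS4 activation or potentiation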
#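 test system = HEK293 cells with stable M3R and inducible RGS4 | schedule = recording 10 s baseline at 1 Hz, 100 s post-agonist | technique = Fluo4-AM (2 µM) calcium-flux fluorescence, kinetic read | measure = Agonist-evoked peak-minus-minimum fluorescence over baseline, integrated ratio, B score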
# KCNQ1 block – inhibitors of human KCNQ1 channel, primary screen, cell-based, thallium flux, high-throughput. Potassium voltage-gated channel subfamily KQT member 1 (Homo sapiens), P51787. CHO-K1 KCNQ1, FluxOR thallium flux fluorescence; stronger effect = higher value. B-score at 10 µM. 310,000 compounds, 1.3% hits;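 active = compounds whose thallium flux B-score, printed positive for inhibition, exceeds three library SD while starting fluorescence stays within three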;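 also: channel opened by potassium depolarization with thallium stimulus after 20 min compound exposure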
# ANO1 block – TMEM16A chloride channel inhibitors, primary screen, cell-based, HTS; Anoctamin-1 (Mus musculus), Q8BHY3; 310,000 compounds, 1.2% hits; normalized B-score (activity score, 25-100; higher = stronger inhibition) at 10 µM; HEK293 TMEM16A/YFP iodide influx fluorescence, ionomycin;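 active = ratio plate-corrected score three or more library SD toward inhibition, starting fluorescence score within five deviations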;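 also: score derived from kinetic fluorescence span divided by baseline fluorescence per well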
# Starred values were filed as active, the others as inactive; i = inactive.
# Every second line gives: KCNQ1 block, RGS4 block, MrgX1 PAM, ANO1 block, KCNK3 inh, RGS4 pot, hERG rescue, KCNQ1 act, MrgX1 agonist, KCNK9 inh, TMEM16A act
COc1ccc(CNC(=O)C2CCN(S(C)(=O)=O)CC2)cc1
    i, i, i, i, i, i, -8, i, i, i, i
Cc1csc(SCC(=O)NCCc2ccc(Cl)cc2Cl)n1
    i, i, i, i, i, i, 3, i, i, i, i
CCc1c(O)nc(SCC(=O)Nc2ccc(Br)cc2)n(-c2ccc(C)cc2)c1=O
    i, i, i, i, i, i, -4, i, i, i, i
CC(=O)NCCC(=O)Nc1ccc(F)cc1C
    i, i, i, i, i, i, -5, i, i, i, i
O=C(Nc1c2c(nn1-c1ccc(Cl)cc1)CS(=O)(=O)C2)c1ccc2c(c1)OCO2
    i, i, i, i, i, i, -6, i, i, i, i
CCc1ccccc1NC(=O)Cc1cn(C)c2ccccc12
    i, i, i, i, i, i, -7, i, i, i, i
CN(c1ccccc1C(=O)Nc1ccc2c(c1)n(C)c(=O)n2C)S(C)(=O)=O
    i, i, i, i, i, i, -12, i, i, i, i
N#Cc1ccc(Cl)cc1NC(=O)COC(=O)c1ccc(S(=O)(=O)N2CCCC2)cc1
    i, i, i, i, i, i, 2, i, i, i, i
O=C(Nc1ccccn1)NC1CCS(=O)(=O)C1 (configuration not stated)
    i, i, i, i, i, i, -14, i, i, i, i
CCOc1ncccc1C(=O)N1CCCSC1=Nc1ccc(C(C)=O)cc1
    i, i, i, i, i, i, -8, i, i, i, i
Fc1cccc(NC(=S)N2CCn3cccc3C2c2cccnc2)c1 (configuration not stated)
    i, i, i, i, i, i, -18, i, i, i, i
CC1=CC(C)(C)NC(=S)N1c1ccccc1
    i, i, i, i, i, i, -6, i, i, i, i
COc1ccc(CN(CC(=O)NCCC(C)C)C(=O)CCC(=O)Nc2nccs2)cc1
    i, i, i, i, i, i, -9, i, i, i, i
COc1ccc(OC)c(NC(=O)c2ccc3c(c2)C(=O)N(CC2CCCO2)C3=O)c1 (configuration not stated)
    i, i, i, i, i, i, -6, i, i, i, i
CN1N=C2c3ccccc3CCC2C1c1ccc(F)cc1 (configuration not stated)
    i, i, i, i, i, i, -12, i, i, i, i
C/C(=N/OCO/N=C(\C)c1ccc(F)cc1F)c1ccc(F)cc1F
    i, i, i, i, i, i, -9, i, i, i, i
COc1ccc(OC)c(S(=O)(=O)N(C)CC(=O)Nc2ccccc2OC)c1
    i, i, i, i, i, i, -8, i, i, i, i
Cc1ccc(-c2ccccc2[C@@H]2C[C@H]3CN(C)C(=O)[C@]34CCCN24)o1
    i, i, i, i, i, i, -7, i, i, i, i
FC(F)(F)c1nc(N2CCCC2)ncc1-c1nnnn1-c1ccccc1
    i, i, i, i, i, i, -17, i, i, i, i
CC(C)(C)C(=O)NCCCNc1ccc([N+](=O)[O-])cc1
    i, i, i, i, i, i, -10, i, i, i, i
CCN1CCCC1CNc1ccc(S(C)(=O)=O)cc1[N+](=O)[O-] (configuration not stated)
    i, i, i, i, i, i, -6, i, i, i, i
CCCCOc1ccc(N(CC(=O)NCC2CCCO2)C(=O)CCC(=O)Nc2nccs2)cc1 (configuration not stated)
    i, i, i, i, i, i, -1, i, i, i, i
O=C(N/N=C\C=C\c1ccc2c(c1)OCO2)c1ccc(F)cc1
    i, i, i, i, i, i, -6, i, i, i, i
CCCn1c(C)cc(C(=O)COc2ncnc3sccc23)c1C
    i, i, i, i, i, i, -9, i, i, i, i
CC1CN(S(=O)(=O)c2ccc(C(=O)Nc3sccc3C(N)=O)cc2)CC(C)O1 (configuration not stated)
    i, i, i, i, i, i, -13, i, i, i, i
CC[C@@]1(c2ccccc2OC)C(=O)N(C(=O)OC)N1C(=O)OC
    i, i, i, i, i, i, -5, i, i, i, i
O=C(c1ccccc1)C1CCN(C(=O)c2c(F)cccc2F)CC1
    i, i, i, i, i, i, -7, i, i, i, i
OCCN1CCN(CC(O)COCc2ccc3c(c2)OCO3)CC1 (configuration not stated)
    i, i, i, i, i, i, -4, i, i, i, i
COc1ccccc1NC(=S)NNC(=O)c1cc(C)n(C)n1
    i, i, i, i, i, i, -7, i, i, i, i
CCOC(=O)c1c(CS(=O)(=O)c2ccccc2)n(C)c2cc(Br)c(O)cc12
    i, i, i, i, i, i, -5, i, i, i, i
CC1(C)Cc2c(c(-c3ccco3)[nH]c(=O)c2C#N)CS1
    i, i, i, i, i, i, -6, i, i, i, i
NS(=O)(=O)c1ccc(NC(=S)NC2CCCCC2)cc1
    i, i, i, i, i, i, -15, i, i, i, i
C=CCOc1ccc(CNn2nnnc2N)cc1
    i, i, i, i, i, i, -3, i, i, i, -14*
O=C(CSc1nnc(CNC(=O)c2c(F)cccc2Cl)o1)NC1CCCCC1
    i, i, i, i, i, i, -7, i, i, i, i
CC[C@H](C)[C@H](NC(N)=O)C(=O)NCCc1ccc(OC)cc1
    i, i, i, i, i, i, -11, i, i, i, i
O=C(c1cc2ccccc2oc1=O)N(Cc1cccs1)Cc1ccccc1Cl
    i, i, i, i, i, i, -14, i, i, i, i
O=C(CCCN1C(=O)C(c2ccccc2)Oc2cccnc21)NCCc1ccc(Cl)cc1 (configuration not stated)
    i, i, i, i, i, i, -3, i, i, i, i
COC(=O)c1ccc(NC(=O)c2cc(-c3ccccn3)nc3ccccc23)cc1
    i, i, i, i, i, i, -14, i, i, i, i
Cc1ccc(-n2nc(C)c(C(=O)N3CCN(C(=O)c4ccco4)CC3)c2-n2cccc2)cc1
    i, i, i, i, i, i, -10, i, i, i, i
CCOC(=O)N1CCN(S(=O)(=O)c2ccc(F)c(C(=O)Nc3cccc(C)c3C)c2)CC1
    i, i, i, i, i, i, -8, i, i, i, i
COc1ccc(OC)c(NC(=O)C(CCS(C)(=O)=O)NC(C)=O)c1 (configuration not stated)
    i, i, i, i, i, i, -10, i, i, i, i
O=C(CSc1nnc(-c2ccccc2)o1)N1CCOCC1
    i, i, i, i, i, i, -6, i, i, i, i
Cc1nn(C)c(C)c1/C=C(/C(=O)C(C)(C)C)n1cncn1
    i, i, i, i, i, i, -2, i, i, i, i
CN(C(=O)c1cc(COc2ccc(F)c(F)c2)on1)C1CCOC1 (configuration not stated)
    i, i, i, i, i, i, -12, i, i, i, i
O=C(CSc1nc(O)cc(=O)n1-c1ccccc1)Nc1nc2ccccc2s1
    i, i, i, i, i, i, -4, i, i, i, i
CC(C)(C)C(=O)NC(=S)NNC(=O)C(c1ccccc1)c1ccccc1
    i, i, i, 100*, i, -7.4*, -8, 31*, 156*, i, i
O=C(NCCCO)c1c(O)c2cccc3c2n(c1=O)CCC3
    i, i, i, i, i, i, -2, i, i, i, i
Cc1cnc(C(=O)OCC(=O)c2ccc(C3CCCCC3)cc2)cn1
    i, i, i, i, i, i, -10, i, i, i, i
c1ccc(-c2nn3cnnc3c3ccccc23)cc1
    i, i, i, i, i, i, -3, i, i, i, i
CC1CN(CC(=O)NCc2ccc(Cl)cc2)CC(C)O1 (configuration not stated)
    i, i, i, i, i, i, -10, i, i, i, i
COc1ccc(CCNC(=O)CSC2=NS(=O)(=O)c3cc(Cl)ccc3N2)cc1OC
    i, i, i, i, i, i, 0, i, i, i, i
Cc1ccc(Nc2nc(N)nc(CN3CCc4ccccc4C3)n2)cc1
    i, i, i, i, i, i, -13, i, i, i, i
CN(CC(=O)Nc1cccc(F)c1)C(=O)CCCc1cccs1
    i, i, i, i, i, i, -7, i, i, i, i
COc1cc(/C=C(\C#N)C(=O)Nc2ccc3c(c2)OCCO3)ccc1O
    i, i, i, i, i, i, -13, i, i, i, i
CCn1nc(C(=O)N2CCN(Cc3ccc4c(c3)OCO4)CC2)c2ccccc2c1=O
    i, i, i, i, i, i, -14, i, i, i, i
CCNC(=S)N(CCN(CC)CC)Cc1cc2cc3c(cc2[nH]c1=O)OCO3
    i, i, i, i, i, i, -1, i, i, i, i
CCc1ccc(NC(=S)Nc2cc(C(=O)O)ccc2N2CC3CC(C2)c2cccc(=O)n2C3)cc1 (configuration not stated)
    i, i, i, i, i, i, -12, i, i, i, i
CCCNC(=S)Nc1ccc(Nc2ccccc2)cc1
    i, i, i, i, i, i, -5, i, i, i, i
COc1ccc(C(=O)N/N=C/c2ccccc2OC(=O)c2ccccc2)cc1
    i, i, i, i, i, i, -8, i, i, -14*, i
O=C(Cn1cc(C(=O)C(F)(F)F)c2ccccc21)Nc1ccccc1F
    i, i, i, i, i, i, -4, i, i, i, i
Cn1c(=O)[nH]c(=O)c2c1nc(SCC(O)CO)n2Cc1ccccc1Cl (configuration not stated)
    i, i, i, i, i, i, -9, i, i, i, i
CCn1c(SCC(=O)Nc2ccc(C)cc2)nc2sc3c(c2c1=O)CCN(C)C3
    i, i, i, i, i, i, -7, i, i, i, i
